Screening results: PubChem, several laboratories
TcdB inh = TcdB glycohydrolase inhibitors, primary screen, biochemical, single point, plate reader; Toxin B (Clostridioides difficile), P18177; TcdB glycohydrolase enzymatic assay; inhibition, % at 9.99 µM; 0.24% of 350,000 active; in the data active = inhibition above about 10%
Mtb UGM inh = M. tuberculosis UGM enzyme inhibitors, primary screen, biochemical, fluorescence polarization, single point. 0.06% of 320,000 active. inhibition, % at 10 µM. AID 504406, 2011. purified UGM, fluorescence polarization probe displacement; in the data active = inhibition above about 10%, passing the limit was not always enough; inconclusive = no clear call, values can overlap the other calls
Target sequence (P9WIQ1 whole entry, looked up): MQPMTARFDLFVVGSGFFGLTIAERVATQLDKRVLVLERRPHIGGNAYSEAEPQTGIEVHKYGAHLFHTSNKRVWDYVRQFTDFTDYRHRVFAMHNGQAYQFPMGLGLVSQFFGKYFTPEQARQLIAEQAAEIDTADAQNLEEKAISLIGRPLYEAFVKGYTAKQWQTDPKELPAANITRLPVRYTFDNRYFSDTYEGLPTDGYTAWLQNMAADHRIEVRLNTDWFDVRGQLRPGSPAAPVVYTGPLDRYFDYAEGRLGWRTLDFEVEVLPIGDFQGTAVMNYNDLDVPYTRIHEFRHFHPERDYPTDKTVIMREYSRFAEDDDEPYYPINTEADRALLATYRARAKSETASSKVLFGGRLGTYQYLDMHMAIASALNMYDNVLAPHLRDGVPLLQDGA
BioA inh = M. tuberculosis BioA enzyme inhibitors, primary screen, biochemical, plate reader, single point, HTS | 7,8-diaminopelargonic acid synthase BioA (Mycobacterium tuberculosis) | inhibition, % at 9.99 µM | purified M. tuberculosis BioA enzyme | 0.096% of 360,000 active; in the data active = inhibition above about 40%; inconclusive = no clear call, values can overlap the other calls
Vc quorum ag = inducers of Vibrio cholerae quorum light production without autoinducers, primary screen, BH1578 luxS cqsA deficient, single point; activation, % at 18.7 µM; 0.16% of 350,000 active; AID 588436, 2011; V. cholerae BH1578 lux reporter, luminescence, 6 h; in the data active = activation mostly above about 9.7%, no sharp cut-off; inconclusive = no clear call, values can overlap the other calls; inactive = mostly below about 3.7%; note: not every result past the cut was called active; inactives centre near 0; reference of the scale not given here
FadD28 binding = inhibitors of FadD28 bisubstrate probe binding, primary screen, biochemical, fluorescence polarization, single point | 0.22% of 360,000 active | inhibition, % at 12.5 µM | Mycobacterium tuberculosis FadD28 fatty-acid-AMP ligase | AID 588549, 2011; in the data active = inhibition above about 8.5%, passing the limit was not always enough; inconclusive = no clear call, values can overlap the other calls
PfHsp40 yeast = rescue of yeast from PfHsp40 toxicity, primary screen, S. cerevisiae, ATP luminescence; S. cerevisiae expressing PfHsp40, growth rescue; growth rescue, % at 12.5 µM; 0.68% of 340,000 active; AID 504582, 2011; in the data active = growth rescue above about 28%, passing the limit was not always enough; inconclusive = no clear call, values can overlap the other calls;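 note: yeast W303a lacking pdr1 and pdr3 grown in galactose medium; growth measured after three days at 30 °C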
GDH-TPI inh = GDH-TPI coupling enzyme inhibitors, primary screen, artefact control for M. tuberculosis FBA inhibitor project, biochemical, absorbance, full deck. GDH-TPI coupled enzyme counterscreen, NADH absorbance. inhibition, % at 4.8 µM. 1.2% of 360,000 active; in the data active = inhibition above about 30%;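 note: 0% = DMSO wells and 100% = wells lacking the enzyme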
Mtb FBA inh = Mtb FBA enzyme inhibitors, primary screen, biochemical, fluorescence, strain H37Rv; AID 588726, 2011; Fructose-bisphosphate aldolase (Mycobacterium tuberculosis (strain ATCC 25618 / H37Rv)), …; inhibition, % at 1 µM; 2.3% of 360,000 active; purified M. tuberculosis FBA, fluorescence read-out; in the data active = inhibition above about 27%;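 note: 0% = vehicle and 100% = reference inhibitor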
Target sequence (P9WQA3 whole entry, looked up): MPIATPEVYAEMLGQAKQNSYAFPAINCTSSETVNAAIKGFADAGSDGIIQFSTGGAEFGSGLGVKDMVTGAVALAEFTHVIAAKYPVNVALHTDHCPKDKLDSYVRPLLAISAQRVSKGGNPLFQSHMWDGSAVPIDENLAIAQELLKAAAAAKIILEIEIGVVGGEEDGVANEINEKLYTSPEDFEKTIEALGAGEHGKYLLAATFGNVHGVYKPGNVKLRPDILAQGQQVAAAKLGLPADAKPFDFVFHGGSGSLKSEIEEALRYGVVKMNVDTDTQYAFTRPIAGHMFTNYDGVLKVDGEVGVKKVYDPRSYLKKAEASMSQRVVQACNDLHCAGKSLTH
Yp Topo-I inh = Yersinia pestis topoisomerase I inhibitors, primary screen, biochemical, cleavage product accumulation, plate reader, single point; Y. pestis Topo-I cleavage product accumulation; 0.064% of 360,000 active; DNA topoisomerase I (Yersinia pestis CO92); activity, % at 10 µM; in the data active = activity above about 50%, passing the limit was not always enough; inconclusive = no clear call, values can overlap the other calls; note: inactives centre near 2
* marks the source's active call; other numbers are inactive results; i = inactive; ? = inconclusive; . = not tested or not shown; & = joins results of further samples.

Below each SMILES: TcdB inh	Mtb UGM inh	BioA inh	Vc quorum ag	FadD28 binding	PfHsp40 yeast	GDH-TPI inh	Mtb FBA inh	Yp Topo-I inh
[1] C=CCOC(=O)C1=C(C)NC(=O)NC1c1ccc(O)cc1 (stereo unspecified)
    0.7	3.6	-2.1	7.7	0.8	-0.3	10	0	-1
[2] O=C(NNS(=O)(=O)c1ccc(F)cc1)c1ccccc1
    -5.5	0.2	-1.3	1.7	-1.1	1.4	10	147*	7
[3] COc1ccc(Nc2ncnc3ccc([N+](=O)[O-])cc23)c(OC)c1
    0.9	1.0	.	1.5	-1.7	1.2	2	-2	-13
[4] Cc1ccc(C#N)c(SCCN2CCCCC2)n1
    -6.2	0.5	0.2	0.5	.	-1.4	2	2	-6
[5] O=C(Cc1ccccc1)Nc1ccc2oc(-c3ccncc3)nc2c1
    .	-0.6	-1.0	-0.7	-5.1	2.9	7	17	0
[6] COC(C/C=C\C(=O)[C@H](C)OCc1ccccc1)OC
    0.3	2.0	-0.4	i	-1.9	0.1	4	0	9
[7] CCCn1c(SCC(=O)Nc2cccc(Cl)c2Cl)n[nH]c1=O
    -0.2	-3.3	0.1	-0.1	-0.6	-0.3	-16	9	-8
[8] COc1cc(NS(C)(=O)=O)ccc1Nc1c2ccccc2nc2ccccc12
    -0.1	-1.0	4.2	i	0.3	1.5	13	22	-29
[9] O=C(Nc1cccc(F)c1)/C(=C/c1ccco1)NC(=O)c1ccco1
    2.8	2.0	4.7	-1.2	0.7	0.2	24	-1	4
[10] CC(=O)N1CCC2(CC1)C(C#N)=C(N)Oc1n[nH]c(C(F)(F)F)c12
    .	1.4	.	i	2.4	-1.6	0	3	-14
[11] COc1ccccc1NC(=O)C1=C(C)NC(=O)NC1c1ccccc1F (stereo unspecified)
    1.5	1.0	1.3	.	-2.4	0.9	6	-1	5
[12] CCC(C)C1NC(=S)N(Cc2ccccc2)C1=O (stereo unspecified)
    .	1.4	0.5	-3.3	-12	1.7	8	2	-1
[13] CC(=O)Nc1cc(-c2cccc(CO)c2)cn2c(-c3ccc(C(C)=O)cc3)cnc12
    1.0	.	6.9	4.0	-5.3	.	18	4	7
[14] CCCCC#Cc1ccc(C(=O)NNC(=O)Nc2cc(Cl)cc(Cl)c2)o1
    2.0	-4.3	.	i	-2.9	0.1	3	-1	-9
[15] CCOC(=O)c1ccc(NC(=O)Cn2cnc3cc(C)c(C)cc32)cc1
    0.4	-2.7	.	-3.6	-0.6	0.5	5	3	-7

Record cards, from the list above. Screens in order: TcdB inh | Mtb UGM inh | BioA inh | Vc quorum ag | FadD28 binding | PfHsp40 yeast | GDH-TPI inh | Mtb FBA inh | Yp Topo-I inh
Results for CC(=O)Nc1cc(-c2cccc(CO)c2)cn2c(-c3ccc(C(C)=O)cc3)cnc12 → 1.0 | . | 6.9 | 4.0 | -5.3 | . | 18 | 4 | 7
Results for O=C(Cc1ccccc1)Nc1ccc2oc(-c3ccncc3)nc2c1 → . | -0.6 | -1.0 | -0.7 | -5.1 | 2.9 | 7 | 17 | 0

(further entries)
Below each SMILES: TcdB inh	Mtb UGM inh	BioA inh	Vc quorum ag	FadD28 binding	PfHsp40 yeast	GDH-TPI inh	Mtb FBA inh	Yp Topo-I inh
[16] CN(C)CCCN(C(=O)c1ccc(S(=O)(=O)N(C)C2CCCCC2)cc1)c1nc2ccc(F)cc2s1
    2.2	-0.9	-0.2	-0.3	-3.7	1.0	8	1	21
[17] C=CCNC(=O)Cn1nc(-c2ccccc2)ccc1=O
    0.8	0.4	1.1	i	0.4	1.1	15	2	-4
[18] CN(C)S(=O)(=O)N(CC(=O)Nc1ccccc1F)c1ccccc1
    .	1.1	5.3	-0.3	-1.9	0.1	4	0	3
[19] CCOC(=O)N1CCC(N(CCN(C)C)C(=S)Nc2ccccc2C)CC1
    0.1	1.2	.	i	-1.1	-0.9	12	3	-5
[20] COc1ccc(S(=O)(=O)NC(=O)C2(C)CCN2C(=O)C2(c3ccc(Cl)cc3)CCC2)cc1 (stereo unspecified)
    -4.0	.	-1.4	-0.2	0.0	.	10	0	20
[21] O=C(N/N=C/C(Cl)=C/c1ccccc1)c1ccccc1F
    -0.1	0.6	-1.4	-0.5	1.0	0.6	29	-3	4
[22] CSc1cccc(NC(=S)N2CCC(N(C)C3CCCCCC3)CC2)c1
    0.5	-2.3	2.0	-0.2	-4.1	0.5	15	-2	2
[23] Cc1onc(-c2ccccc2)c1C(=O)NC(=S)Nc1sc2c(c1C#N)CCC(C)C2 (stereo unspecified)
    0.5	-0.1	.	0.0	0.2	0.9	1	2	-11
[24] Cc1cc(/C=C2\C(=O)NC(=O)N(c3cccc(Br)c3)C2=O)c(C)n1C
    .	-2.3	.	i	-1.6	1.7	5	0	4
[25] O=C(c1ccccc1)c1ccc2nc(N3CCCCC3)c3nncn3c2c1
    0.8	0.1	-0.2	-0.2	-4.1	2.5	14	-1	18
[26] O=C(CN1C(=O)NC2(CCCc3ccccc32)C1=O)N1CCN(C(=O)c2ccco2)CC1 (stereo unspecified)
    .	0.7	-1.9	-1.1	2.3	-0.7	5	-2	0
[27] CCN1CCN(CCCNC(=O)c2csc3c2CCCCC3)CC1
    .	-1.9	-0.4	-1.1	-1.6	0.7	12	2	0
[28] Cc1ccc(NC(=O)c2cc(N3CCOCC3)nc3ccccc23)cc1
    .	0.5	2.8	-0.4	-2.3	3.7	5	3	4
[29] COc1cc2cc(C(=O)N3CCOCC3)cc(-c3ccc(C)cc3)c2cc1OC
    3.0	0.0	0.3	i	-1.0	0.1	13	1	21
[30] Fc1cc(F)c2nc(Nc3nc4c(F)cccc4s3)sc2c1
    1.4	0.4	.	-0.4	-4.6	1.3	13	22	6
[31] CCN(CC)C(=O)c1cccc(-c2csc(C(C)(O)c3ccncc3)n2)c1 (stereo unspecified)
    -0.6	.	0.9	-0.3	-3.0	.	-5	1	-2
[32] C/C(=N\NC(=O)CC1N=C(Cc2ccccc2)NNC1=O)c1ccccc1 (stereo unspecified)
    .	3.9	-1.5	-0.6	-0.5	-0.3	0	-1	-2
[33] CCOC(=O)CSc1nc2ccc(N)cc2s1
    .	-4.6	-0.2	.	-2.7	0.5	10	1	-12
[34] COc1ncnc2c1oc1nc(CC(C)C)c3c(c12)CC(C)(C)OC3
    .	1.5	-0.1	0.1	-3.4	0.0	1	-4	-2
[35] CCN1CCN(c2oc(COc3ccc(-c4ccccc4)cc3)nc2C#N)CC1
    .	-1.4	2.1	i	-2.6	0.7	-6	-2	19
[36] COc1ccc(CN2CCN(c3ncnc4scc(-c5ccc(F)cc5)c34)CC2)cc1
    0.1	-3.2	-1.9	-0.4	-5.4	-1.1	16	3	42
[37] O=S(=O)(c1ccccc1)c1nc(-c2ccccc2)oc1N1CCCCC1
    .	2.7	-0.4	i	-1.7	0.0	14	1	6
[38] Cc1ccc(N=Nc2c(C)[nH]n(C(N)=S)c2=O)cc1
    1.9	1.1	-0.9	-0.2	-0.9	8.1	11	-7	-5
[39] CCCc1cc(=O)n2nc(N3CCC(C(=O)NCc4ccc(C)o4)CC3)sc2n1
    0.6	2.5	0.1	-0.4	-2.0	0.6	-7	-3	-3
[40] O=C(CSc1nncn1-c1ccccc1)Nc1ccc(N2CCOCC2)cc1
    .	-4.3	-0.6	i	2.1	1.1	3	3	-4
[41] OCC[C@@H]1C[C@@H](O)[C@H](O)[C@]2(OCc3ccccc32)O1
    1.7	-1.0	-3.2	i	0.6	-0.5	0	1	1
[42] CCOc1ccccc1CNC(=O)CCCc1cn(C)c2ccccc12
    1.1	-0.7	0.1	-0.3	-2.4	-0.5	2	1	37
[43] c1ccc2c(c1)CCc1c(-c3ccncc3)n[nH]c1-2
    1.3	-2.2	0.9	i	-6.8	1.7	-2	-3	11
[44] CC(C)N1CCN(Cc2c[nH]c3ccccc23)CC1CCO (stereo unspecified)
    2.5	0.9	0.3	i	-1.7	0.2	4	1	0
[45] c1ccc(-c2nc(-c3ccncc3)no2)cc1
    .	-0.1	-2.2	.	0.0	-0.6	2	3	8
[46] CCN(Cc1ccccc1)c1ccccc1
    0.1	.	-0.2	-0.3	-0.3	15	10	3	8
[47] CC1(C)CC(NC2C3CC4CC(C3)CC2C4)CC(C)(C)N1 (stereo unspecified)
    -0.7	-1.0	-0.6	-0.2	-3.3	-0.5	12	3	-1
[48] COC(=O)C1=C(C)N(C)C(=S)N(C)C1c1ccc(OC)cc1 (stereo unspecified)
    5.8	-1.2	.	-0.5	-1.7	0.3	3	1	1
[49] CC1Sc2ccc(C(=O)NCc3ccccn3)cc2NC1=O (stereo unspecified)
    1.8	-0.6	-0.6	i	-0.1	-1.7	-1	-2	3
[50] COc1ccc(CCN2CC(C(=O)OCC(=O)NC(Cc3ccccc3)C(C)=O)CC2=O)cc1OC (stereo unspecified)
    0.5	.	-0.6	i	-0.6	-0.9	4	-1	7
[51] O=C(OCC(=O)c1ccc[nH]1)c1ccccc1
    -3.5	3.2	.	-0.1	-3.7	0.0	-8	0	2
[52] O=C(Nc1ccccc1)C1CC2CCCC(C1)C2=O (stereo unspecified)
    0.3	-0.9	-1.6	-17	-2.6	0.6	6	0	-4
[53] C[C@@H]1CN([C@@H](C)CO)C(=O)CCCn2cc(nn2)CO[C@H]1CN(C)C(=O)Oc1cccc2ccccc12
    0.5&-4.5	.	0.2&-2.0	-3.1	-1.0	.	6	1	7
[54] O=c1[nH]c(=S)[nH]c2c1C(c1ccc(Br)cc1)c1c([nH]c(=S)[nH]c1=O)O2
    -1.7	0.2	5.4	-1.6	?	-0.4	10	3	-21
[55] CC(=O)c1ccc(N2CC(C)(C)C2=O)cc1
    0.1	0.1	3.0	1.7	-1.4	-0.3	-5	-1	2
[56] CC(=O)N/C(=C\c1ccc(F)cc1)C(=O)OCc1ccccc1
    -0.2	-0.2	-1.2	0.6	-0.6	-2.6	3	1	3
[57] CCc1nnc(NC(=O)CSc2nnnn2-c2cccc(C(C)=O)c2)s1
    2.0	0.4	.	-0.5	-0.3	-0.5	3	1	12
[58] Cn1c(CSc2ncccn2)nnc1SCC(=O)N1CCCC1
    -1.0	0.8	1.4	-0.6	-1.5	0.0	-1	3	2
[59] CC1CCc2sc(C(=O)Nc3ccc(N4CCOCC4)cc3)cc2C1 (stereo unspecified)
    -0.4	-4.0	.	1.7	1.5	14	5	6	3
[60] O=C(O)c1cc(S(=O)(=O)NCC2CCCO2)ccc1Cl (stereo unspecified)
    .	-1.4	-1.0	-3.8	-2.1	1.7	0	0	7
